esBAF inh = Bmi1 luciferase reporter increase in mESCs, primary screen, esBAF inhibitor project, mouse ES cells, Bmi1 luciferase knock-in, single point | 24 h; 100% = twice the neutral-well signal | reporter increase, % at 12.5 µM | 350,000 compounds, 2% hits; in the data active = activation above about 40%;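 note: 0% = median of the plate's neutral control wells and 100% = double that signal; a rise in the Bmi1 reporter signal indicates esBAF inhibition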
FN deposition inh = inhibitors of fibronectin matrix deposition, primary screen, AH1F cells, Alexa488-fibronectin fluorescence, plate reader; inhibition, % at 12.6 µM; 350,000 compounds, 0.086% hits; AH1F fibroblasts, overnight;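 active = mean inhibition across replicates of 30% or more, regardless of how many single replicates reach that level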;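 note: positive control wells lacked labelled fibronectin entirely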
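Schedule: 1 h cell adhesion before compound, then overnight fibronectin incubation; test system: AH1F fibroblast monolayer depositing Alexa488-labelled fibronectin into matrix; quantity: 10000 AH1F cells per well; probe or stimulus: fluorescent fibronectin at 24 nM final; signal: fluorescence, ex 485 nm, em 525 nm; evaluation: percent inhibition as loss of matrix-bound fibronectin fluorescence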
EWS-Fli inh = EWS/Fli-driven NR0B1 reporter inhibitors, primary screen, A673 cells, NR0B1 luciferase, luminescence, MLPCN library | viability-normalised | inhibition, % at 12.6 µM | 350,000 compounds, 0.67% hits | AID 651661, 2012;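 active = mean inhibition of at least 50% after viability correction, with every replicate also passing that limit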;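 note: firefly luciferase signal divided by Alamar Blue viability fluorescence both relative to DMSO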
RAD54 branch = inhibitors of human RAD54 branch migration, primary screen, biochemical, fluorescence, single point; DNA repair and recombination protein RAD54-like (Homo sapiens), Q92698; RAD54 Holliday junction branch migration, FAM/BHQ fluorescence; inhibition, % at 10.4 µM; 360,000 compounds, 0.14% hits; AID 602329, 2012;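 active = mean normalized replicate activity at least 40 and at least half of replicates scoring 40 or more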;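 note: 0% = median of neutral control wells and 100% = median of positive control wells; inhibitors cause a drop in the FAM fluorescence signal; in these data hits start at about 50%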
E-selectin induc = E-selectin induction in HUVECs, primary screen, imaging, HUVEC, immunofluorescence imaging, single point; P16581; normalized: neutral wells 0, TNF-alpha wells 100; activation, % at 7.58 µM; 260,000 compounds, 0.37% hits;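 active = mean E-selectin-positive cell signal at least 10% of the positive control, reached in at least 60% of replicates, without over 20% cell loss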;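 note: in these data hits start at about 27%; measured in HUVEC primary endothelial cells; signal is the percent of cells scored E-selectin positive by PE staining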
Target sequence (P16581 whole entry, looked up): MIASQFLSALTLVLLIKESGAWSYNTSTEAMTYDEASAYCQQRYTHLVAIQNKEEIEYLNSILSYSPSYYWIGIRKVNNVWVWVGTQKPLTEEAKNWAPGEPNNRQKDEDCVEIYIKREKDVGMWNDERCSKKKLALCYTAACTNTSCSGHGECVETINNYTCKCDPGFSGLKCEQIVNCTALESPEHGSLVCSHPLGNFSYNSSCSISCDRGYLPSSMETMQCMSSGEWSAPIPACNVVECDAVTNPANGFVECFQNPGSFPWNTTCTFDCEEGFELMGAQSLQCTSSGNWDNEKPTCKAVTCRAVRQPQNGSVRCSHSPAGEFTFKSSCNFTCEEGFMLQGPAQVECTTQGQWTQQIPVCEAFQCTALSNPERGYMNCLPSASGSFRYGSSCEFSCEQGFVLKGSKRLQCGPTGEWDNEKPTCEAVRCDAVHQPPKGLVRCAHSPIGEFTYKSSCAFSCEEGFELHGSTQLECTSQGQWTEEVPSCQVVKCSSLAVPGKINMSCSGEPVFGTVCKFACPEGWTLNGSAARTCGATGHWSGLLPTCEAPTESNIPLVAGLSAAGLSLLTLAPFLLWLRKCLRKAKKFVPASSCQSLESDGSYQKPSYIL
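assay system = HUVEC, human umbilical vein endothelial cells | input = 3,000 HUVEC seeded per well | medium = EGM-2 growth medium on 0.1% gelatin-coated wells | dosing = one compound dose added by pin transfer | signal = immunofluorescence imaging | read-out basis = % PE-positive cells | control set = TNF-alpha, DMSO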
S100A4 inh HTS = inhibitors of S100A4-myosin IIA peptide binding, primary screen, biochemical, fluorescence polarization, TAMRA-MyoIIA peptide; inhibition, % at 10.7 µM; Protein S100-A4 (Homo sapiens), P26447; AID 652163, 2013; 360,000 compounds, 0.14% hits;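 active = mean inhibition of at least 70% across replicates, with every replicate also reaching that level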
Target sequence (P26447 whole entry, looked up): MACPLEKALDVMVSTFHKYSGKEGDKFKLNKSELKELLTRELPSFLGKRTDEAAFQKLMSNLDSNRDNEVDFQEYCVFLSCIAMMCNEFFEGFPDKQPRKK
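Material: human S100A4 monomer with TAMRA-labelled myosin IIA peptide; buffer or medium: HEPES pH 7.2 with CaCl2, KCl, NaCl, DTT, Triton; compound dosing: one concentration per compound; schedule: 5 min incubation before reading; benchmarks: neutral control DMSO, positive control TFP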
Xi reactivation = activators of inactive X chromosome reactivation, primary screen, imaging, XiGFP fibroblasts, GFP high-content imaging, set 2; XiGFP mouse fibroblasts, % GFP-positive cells imaging, 3 d; cells co-treated with 5-aza-dC sensitizer; scaled so ellipticine positive control = 100%; activation, % at 7.58 µM; 360,000 compounds, 0.055% hits;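 active = mean normalized replicate activation at least 10% and every replicate at or above 10%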;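 note: 0% = median of on-plate neutral control wells and 100% = ellipticine 6 µM median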
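System: XiGFP fibroblasts, SV40-immortalized. Medium: DMEM plus 5-aza-dC sensitizer. Doses: single point. Timing: 3 d treatment, 15 min room-temperature fixation. Control set: ellipticine 6 µM.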
RAD52 inh = RAD52 DNA annealing inhibitors, primary screen, biochemical, FRET, single point, set 2 | DNA repair protein RAD52 homolog (Homo sapiens), P43351 | recombinant RAD52 DNA annealing, FRET fluorescence | inhibition, % at 18.7 µM | 360,000 compounds, 0.46% hits | AID 651710, 2012;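 active = every replicate showing at least 50% inhibition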
An asterisk follows results filed as active; / = no result given.

cpd	structure	esBAF inh	FN deposition inh	EWS-Fli inh	RAD54 branch
1	Cc1sc2ncnc(NCC3CCCO3)c2c1C (stereo not given)	1	/	/	-7
2	Cc1cc(N2C(=O)[C@@H]3[C@H](C2=O)[C@@H]2C[C@H]3C(Br)C2Br)no1 (stereo not given in full)	4	-3	6	-4
3	COc1ccccc1-n1nnnc1SCC(=O)NC(=O)Cc1ccccc1	-6	-1	7	-1
4	O=S(=O)(c1ccc(F)cc1)N1CCN(c2nc(-c3cccnc3)nc3ccccc23)CC1	-4	-14	9	-26
5	CCN(CC)S(=O)(=O)c1ccc(/C=C/C(=O)Nc2c(C)n(C)n(-c3ccccc3)c2=O)cc1	/	/	-1	/
6	c1ccn2cc(CSC3=NCCS3)nc2c1	35	/	/	-13
7	Cc1c(C)n2c(SCC(=O)N3CCC(C)CC3)nnc2[nH]c1=O	-4	1	-2	/
8	COc1ccc(CNC(=O)CCCCCNc2nc(=S)[nH]c3ccccc23)cc1	-1	-4	-12	8

cpd	E-selectin induc	S100A4 inh HTS	Xi reactivation	RAD52 inh
1	/	-2	/	-3
2	6.2	-6	0.0	-15
3	/	2	-0.1	-3
4	/	17	-0.2	-36
5	/	0	0.0	-15
6	/	-1	/	2
7	-1.4	-1	-0.1	-2
8	0.1	-4	0.0	-9

More entries
cpd	structure	esBAF inh	FN deposition inh	EWS-Fli inh	RAD54 branch
9	COc1ccc2c3c(n(C)c2c1)[C@H](CO)N(Cc1ccc(F)cc1)CC31CCN(C)CC1	/	8	/	/
10	CCC(=O)N(C)C[C@@H]1Oc2cc(C#Cc3cccnc3)ccc2S(=O)(=O)N([C@H](C)CO)C[C@H]1C	-5	/	1	1
11	Cn1cccc1C(=O)OCC(=O)NCCc1ccccc1	27	-3	-42	3
12	C[C@@H]1CN([C@@H](C)CO)C(=O)c2cc(NS(=O)(=O)c3ccccc3)ccc2O[C@@H](C)CCCCO[C@@H]1CN(C)C(=O)c1ccccc1	-3	-6	2	-1
13	CC(C)NC(=O)N(C)C[C@H]1Oc2c(NC(=O)Nc3ccccc3)cccc2C(=O)N([C@@H](C)CO)C[C@@H]1C	2	/	-1	-3
14	O=C(Nc1ccc(N2CCOCC2)c(Cl)c1)c1ccccc1F	103*	/	/	8
15	CCOC(=O)C(C(C)C)C(N)Cc1ccc(F)cc1 (stereo not given)	/	/	5	/
16	O=C(COC(=O)c1ncc(Cl)c(Cl)c1Cl)NCc1ccccc1	-3	2	8	4

cpd	E-selectin induc	S100A4 inh HTS	Xi reactivation	RAD52 inh
9	0.7	34	0.1	2
10	0.2	2	0.0	11
11	-0.2	-2	-0.1	-8
12	/	3	0.2	8
13	0.1	-2	-0.5	10
14	/	3	/	-10
15	/	4	0.0	7
16	/	-4	0.6	-4

Further results:
cpd	structure	esBAF inh	FN deposition inh	EWS-Fli inh	RAD54 branch
17	COc1ccc(-c2cn3nc(C)c(C)nc3n2)cc1OC	47*	/	-64	1
18	COC(=O)[C@@]1(Cc2ccc(F)cc2)[C@H]2c3cc(C(=O)N(C)C)n(Cc4ccc(Cl)c(C(F)(F)F)c4)c3C[C@H]2CN1C(=O)c1ccccc1	/	6	-1	/
19	O=C(/C=C/c1ccc(O)c([N+](=O)[O-])c1)c1ccc2ccccc2c1	-3	-3	-47	4
20	CC(=O)N1CCc2cc(S(=O)(=O)NCC(=O)NCc3ccc(F)cc3)ccc21	-3	-2	/	-15
21	CCCNC(=O)[C@H]1[C@H](CO)[C@H]2Cn3c(ccc(C4=CCCC4)c3=O)[C@@H]1N2C(C)=O	0	/	-5	7
22	Cc1ccccc1S(=O)(=O)Nc1ccc2c(c1)C(=O)N(C)[C@H]1CC[C@@H](CC(=O)O)O[C@@H]1CO2	3	0	7	/
23	Cc1ccccc1N(C(=O)CCCC(=O)Nc1ccccn1)C(C(=O)NC1CCCC1)c1ccc(O)cc1 (stereo not given)	-1	3	5	2
24	O=C(/C(=C/c1ccncc1)n1ccnc1)c1ccc(Cl)cc1Cl	/	7	3	/

cpd	E-selectin induc	S100A4 inh HTS	Xi reactivation	RAD52 inh
17	0.9	-6	0.1	-25
18	-0.2	6	0.1	-40
19	-0.3	3	-0.1	-2
20	/	-2	0.0	-9
21	0.2	-2	0.1	-16
22	-0.2	/	0.1	/
23	/	5	0.0	-16
24	/	-2	0.0	-21

Arranged by the number under esBAF inh (largest number first): some entries from above.
item	molecule	esBAF inh
17	COc1ccc(-c2cn3nc(C)c(C)nc3n2)cc1OC	47*
21	CCCNC(=O)[C@H]1[C@H](CO)[C@H]2Cn3c(ccc(C4=CCCC4)c3=O)[C@@H]1N2C(C)=O	0
23	Cc1ccccc1N(C(=O)CCCC(=O)Nc1ccccn1)C(C(=O)NC1CCCC1)c1ccc(O)cc1 (stereo not given)	-1
20	CC(=O)N1CCc2cc(S(=O)(=O)NCC(=O)NCc3ccc(F)cc3)ccc21	-3

New compounds follow
cpd	structure	esBAF inh	FN deposition inh	EWS-Fli inh	RAD54 branch
25	CC(=O)Nc1ccc(Br)c(Cl)c1	-4	3	-2	5
26	O=C(Cn1ncn2c(cc3ccccc32)c1=O)NCCC1=CCCCC1	4	/	/	-2
27	CC(=O)c1cccc(S(=O)(=O)Nc2ccc3nc(C)sc3c2)c1	5	6	9	-11
28	COC(=O)C1=C(C)NC(C)=C(C(=O)OC(C)C)C1c1cccc2nonc12 (stereo not given)	-4	1	0	-7
29	O=C(c1ccc2nc[nH]c2c1)N1CCN(c2cccc(Cl)c2)CC1	-4	-1	4	1
30	O=S1(=O)CCN=C2SC3=C(CCCC3)N21	-3	/	0	-9
31	CCN(CC)C(=O)Cn1c(=O)n(Cc2ccc(F)cc2)c(=O)c2sccc21	1	3	22	-6
32	CC(C)CC#Cc1cnc2c(c1)C(=O)N([C@@H](C)CO)C[C@H](C)[C@@H](CN(C)C(=O)c1ccccc1F)O2	-2	4	4	-3

cpd	E-selectin induc	S100A4 inh HTS	Xi reactivation	RAD52 inh
25	/	-6	0.0	-9
26	/	-7	/	-14
27	1.1	5	0.0	-31
28	-0.3	2	0.0	-34
29	/	-12	0.0	-23
30	/	-17	/	-9
31	/	6	0.0	-4
32	-0.2	-8	0.2	3

One compound at a time, from the list above. Order of screens: esBAF inh	FN deposition inh	EWS-Fli inh	RAD54 branch	E-selectin induc	S100A4 inh HTS	Xi reactivation	RAD52 inh
Shown for `O=C(c1ccc2nc[nH]c2c1)N1CCN(c2cccc(Cl)c2)CC1` : -4	-1	4	1	/	-12	0.0	-23
Shown for `O=C(Cn1ncn2c(cc3ccccc32)c1=O)NCCC1=CCCCC1` : 4	/	/	-2	/	-7	/	-14
Shown for `CC(=O)Nc1ccc(Br)c(Cl)c1` : -4	3	-2	5	/	-6	0.0	-9

The results go on:
cpd	structure	esBAF inh	FN deposition inh	EWS-Fli inh	RAD54 branch
33	O=S(=O)(Nc1cc(Cl)ccc1-n1cncn1)c1ccccc1Cl	2	-12	-1	2
34	CN(C)S(=O)(=O)c1cccc(NC(=O)c2ccc3c(c2)OCCO3)c1	/	-4	-75	-2
35	C[C@H]1CN([C@@H](C)CO)C(=O)Cc2cc(NS(=O)(=O)c3cccs3)ccc2O[C@@H]1CN(C)S(C)(=O)=O	-4	/	-21	3
36	COc1ccc(/C=N/NC(=O)C(=O)N2CCCC2)cc1	27	-3	-11	-1
37	Cc1cccc2c1NC1(CCCC1)CC2C (stereo not given)	/	1	2	-12
38	COc1cc(C(=O)N2CCC2(C)C(=O)NC(C)C)cc(OC)c1OC (stereo not given)	-2	3	1	13
39	COC(=O)[C@H]1[C@H](CCc2ccccc2)NC(=O)N(Cc2ccccc2)[C@@H]1C	2	0	-7	4
40	Cc1cc2ncn(S(=O)(=O)c3ccc(S(N)(=O)=O)cc3)c2cc1C	-3	5	9	-12

cpd	E-selectin induc	S100A4 inh HTS	Xi reactivation	RAD52 inh
33	/	1	-0.3	-8
34	0.6	-6	0.0	-12
35	-20	9	0.1	-11
36	/	6	0.0	-7
37	188*	1	0.0	-13
38	-0.1	1	-0.1	-5
39	0.2	0	1.8	-15
40	/	-4	0.2	-1

(list continues)
cpd	structure	esBAF inh	FN deposition inh	EWS-Fli inh	RAD54 branch
41	N=c1c(C(=O)NC2CCCC2)cc2c(=O)n3ccccc3nc2n1CC1CCCO1 (stereo not given)	-10	1	9	17
42	CO[C@H]1CN(C)C(=O)c2cc(NC(=O)C3CCOCC3)ccc2OC[C@@H](C)N(C(C)=O)C[C@H]1C	-3	-2	1	-1
43	CN(C)CC(=O)N[C@@H]1C=C[C@@H](CC(=O)NCc2ccccc2F)O[C@@H]1CO	0	3	5	7
44	C/C=C/c1ccc([C@H]2[C@H](CO)N(C(C)=O)[C@H]2CN(C)C(=O)c2ccccn2)cc1	4	-9	3	-12
45	COc1ccc(OC)c(/C=N/NC(=O)CNC(=O)c2cccc3ccccc23)c1	-9	-5	/	0
46	COc1cc(/C=N/NC(=O)/C(=C/c2ccccc2)CCO)ccc1O	1	-7	/	-4
47	CC(=O)c1ccc(S(=O)(=O)N2CCCCC2C(=O)O)cc1 (stereo not given)	0	-1	3	10
48	Cc1nc(-c2ccc(F)cc2)c(CC(=O)N2CCN(S(=O)(=O)c3ccc(F)cc3)CC2)s1	3	-12	/	-10
49	Cn1c(SCC(=O)NCCc2ccccc2)nnc1-c1ccncc1	12	2	/	-2
50	O=C(CCN1CCN(c2ccccc2)CC1)c1ccc(Br)cc1	-7	0	-31	-8

cpd	E-selectin induc	S100A4 inh HTS	Xi reactivation	RAD52 inh
41	0.1	0	0.0	13
42	0.6	8	0.2	3
43	-0.5	10	-0.1	-1
44	0.2	-5	0.5	-4
45	0.2	3	0.0	-6
46	/	/	0.0	/
47	/	-4	0.4	-18
48	-0.5	-4	0.0	-10
49	-0.2	/	/	/
50	0.4	-4	0.1	2

As entered above:
entry 44 in RAD52 inh → -4
entry 46 in FN deposition inh → -7

Screening data deposited in PubChem BioAssay by Broad Institute.
